# Source: PubChem BioAssay
# TRHR ag: activates the human TRH receptor. P34981. TRHR cells, calcium flux fluo-8, FDSS agonist mode. activation, % at 2 µM. 360,000 tested, 0.18% active; further: 0% is about no effect
#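 TRHR-expressing cells, plated overnight in medium with 10% serum, were loaded with fluo-8 calcium dye at room temperature. After a 10 s baseline, library compound was pin-added and calcium release was recorded kinetically (ex 480/em 530) as agonist response.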
# D2 agonist: activates the human D2 dopamine receptor; 340,000 tested, 0.53% active; HEK293 T-REx D2 cells, calcium flux agonist mode; AID 485358; activation, % at 2 µM;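 active means activation over 3 SD above normal in the single-dose calcium agonist read, cut at about 30% in these data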; further: 0% is about no effect
# Target sequence (P14416 whole entry, looked up): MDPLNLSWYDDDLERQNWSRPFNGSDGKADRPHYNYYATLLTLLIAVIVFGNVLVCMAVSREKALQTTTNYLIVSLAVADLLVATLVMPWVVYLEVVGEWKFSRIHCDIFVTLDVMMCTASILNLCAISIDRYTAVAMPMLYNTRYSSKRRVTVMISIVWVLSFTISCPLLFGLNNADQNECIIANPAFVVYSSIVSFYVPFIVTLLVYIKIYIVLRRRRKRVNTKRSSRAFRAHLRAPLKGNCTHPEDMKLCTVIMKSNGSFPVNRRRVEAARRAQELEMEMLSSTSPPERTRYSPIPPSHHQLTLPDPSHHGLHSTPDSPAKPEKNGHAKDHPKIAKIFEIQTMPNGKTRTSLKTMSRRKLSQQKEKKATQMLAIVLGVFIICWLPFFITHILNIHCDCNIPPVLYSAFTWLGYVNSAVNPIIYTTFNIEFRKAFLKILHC
#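 Tetracycline-induced HEK293 T-REx cells with force-coupled D2 receptor, plated overnight at 30 C, loaded with no-wash calcium dye. After a 10 s baseline, compound was pin-added and calcium flux read kinetically for 180 s; calcium rises flagged agonists.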
# D1 agonist: agonists of human D1 dopamine receptor. P21728. HEK293 T-REx D1 cells, calcium flux, agonist mode. activation, % at 2 µM. 360,000 tested, 1% active; further: 0% is about no effect
# Target sequence (P21728 whole entry, looked up): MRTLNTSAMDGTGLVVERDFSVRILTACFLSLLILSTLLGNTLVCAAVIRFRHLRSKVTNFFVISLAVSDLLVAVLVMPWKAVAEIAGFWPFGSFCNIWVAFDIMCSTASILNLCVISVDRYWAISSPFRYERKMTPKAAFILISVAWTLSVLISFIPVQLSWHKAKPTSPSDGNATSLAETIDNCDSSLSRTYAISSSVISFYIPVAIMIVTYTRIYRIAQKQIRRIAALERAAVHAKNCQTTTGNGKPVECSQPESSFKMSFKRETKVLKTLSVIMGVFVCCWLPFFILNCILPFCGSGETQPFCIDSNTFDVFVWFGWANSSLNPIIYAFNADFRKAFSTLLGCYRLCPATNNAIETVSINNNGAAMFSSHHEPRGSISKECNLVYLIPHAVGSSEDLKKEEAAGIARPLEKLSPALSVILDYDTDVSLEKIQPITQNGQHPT
#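 Agonism was scored from calcium flux recorded over 180 s (1 read/s) after pintool compound addition, following a 10-cycle baseline. Cells were inducible force-coupled HEK293 TREx D1, plated overnight at 30 C and loaded with no-wash calcium dye.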
# D1 antagonist: antagonists of human D1 dopamine receptor | P21728 | HEK293 TREx D1 cells, calcium flux, dopamine EC80; active compounds read low | activity change, negative = inhibition, % at 10 µM | 360,000 tested, 3.2% active; in the data active means activity change below about -30%; further: on the % scale 0 is the no-effect control and ±100 the full control effect
#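 Inducible Hek293 Trex D1 cells (tetracycline, overnight, 30 C). Calcium dye 30–90 min RT. Antagonist mode: EC80 dopamine added after 180 s compound read.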
# D2 PAM: positive allosteric modulators of human D2 dopamine receptor. potentiation, % at 10 µM. HEK293 T-REx D2, calcium flux, EC20 dopamine potentiation. P14416. 340,000 tested, 0.34% active;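 active means potentiation over 3 SD above the plate norm, cut at about 30% in these data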; further: 0% is about no effect
#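 Potentiation of an EC20 dopamine calcium response is measured in a force-coupled, tetracycline-inducible Hek293 Trex D2 line. Compound-only kinetic reads over 180 s flag agonists before dopamine addition.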
# TRHR enhancer: allosterically enhances the human TRH receptor | enhancement, % at 2 µM | AID 493056 | P34981 | 360,000 tested, 0.66% active | TRHR cells, fluo-8 calcium fluorescence, EC20 TRH enhancement; in the data active means enhancement above about 30%; further: 0% is about no effect
#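 Enhancer read-out: after compound pinning and an initial kinetic agonist-mode read, an EC20 of TRH (10 nM final) was injected and fluo-8 calcium signal (Ex 480/Em 530) followed at 1 s/cycle for 100 cycles in TRHR-expressing cells.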
# D1 PAM: potentiators of human D1 dopamine receptor; P21728; HEK293 TREx D1 cells, calcium flux, dopamine EC20 potentiation; potentiation, % at 10 µM; 360,000 tested, 0.036% active; AID 504651; in the data active means potentiation above about 30%; further: 0% is about no effect
# RXFP1 antag: blocks the human relaxin receptor RXFP1; Q9HBX9; HEK293-RXFP1, relaxin-stimulated cAMP HTRF, 30 min; active compounds read low; activity change, negative = inhibition, % at 57.5 µM; 350,000 tested, 0.59% active; AID 1259400;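 active means activity change of -60% or lower, but not beyond a set lower limit; inconclusive means change between -60% and -40%, or beyond the set limit; inactive means change above -40%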; further: on the % scale 0 is the no-effect control and ±100 the full control effect
# D2 antagonist: antagonists of human D2 dopamine receptor; P14416; HEK293 TREx D2 cells, calcium flux, dopamine EC80; inhibition, % at 10 µM; 340,000 tested, 2% active; in the data active means inhibition above about 30%; further: 0% is about no effect
#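 Cells plated overnight at 30 C with tetracycline; no-wash calcium dye, 30–90 min RT; 10 s baseline; compound pinned; 180 s read; EC80 dopamine added; another 180 s read.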
# The depositor's hits bear a star; ? = inconclusive; . = not tested or not shown. Unless noted, no stated cut-off is given here; in the data, active means activation above about 30%; inactive means the rest. Compounds were not picked by outcome; any-hit rate near 7.1%.
Compound	D1 PAM	D1 antagonist	D2 antagonist	TRHR ag	D2 agonist	D1 agonist	RXFP1 antag	D2 PAM	TRHR enhancer
Cc1cc(C)cc(NC(=O)C2CCC(CNS(=O)(=O)c3ccc4c(c3)C(C)(C)C(=O)N4C)CC2)c1 (stereo not drawn)	-3.0	8.4	.	-0.1	1.7	6.2	-21.1	-3.8	5.4
CCc1ccc(OC(C)C(=O)Nc2c(C(=O)c3ccccc3)oc3ccccc23)cc1 (stereo not drawn)	-5.0	-1.5	.	-0.6	-0.4	7.1	.	2.5	24.1
O=C(NCCc1csc(-c2ccccc2)n1)c1ccccc1F	-23.3	0.7	-2.8	-1.2	-0.4	3.3	0.7	7.8	-4.7
CCOc1ccc(NC(=S)Nc2ccc(F)cc2)cc1	-10.7	-13.2	4.0	-0.4	-0.4	2.2	8.6	-0.1	1.7
CCOC(=O)c1sc(N)c(C#N)c1COC(=O)CNC(=O)c1ccccc1	-6.5	-21.5	3.3	4.2	0.0	3.3	-10.7	-10.6	7.0
NS(=O)(=O)c1ccc(N2N=C(c3ccccc3)CC2c2cccc(F)c2)cc1 (stereo not drawn)	-4.9	7.0	20.7	0.4	-1.2	1.6	.	-25.9	5.3
Cc1ccc(OCC(=O)Nc2c[nH]c(=O)[nH]c2=O)cc1C	-5.8	-1.7	1.9	0.3	0.5	0.9	5.0	-4.6	-7.4
Fc1ccc(/C=C2\CCCC3=C2Nc2ncnn2C3c2ccc(F)cc2)cc1 (stereo not drawn)	-7.2	-16.4	-7.1	-0.9	0.3	-0.8	?	-3.8	7.9
Cc1nn(C(=O)c2ccco2)c(C)c1Br	3.3	10.6	6.0	2.2	0.1	0.8	-15.6	8.3	4.5
CCOC(=O)c1sc(S(C)=O)c2c1CCc1conc1-2 (stereo not drawn)	-0.7	14.9	-2.3	0.6	-0.2	0.9	-2.5	1.4	-2.8
O=C(CCCOc1ccccc1)Nc1cccnc1	-9.7	-7.0	21.8	0.2	-0.3	2.8	3.0	-11.0	-1.2
O=C(N/N=C/c1cc(Cl)cc(Cl)c1O)c1ccncc1	1.5	0.2	2.6	40.4*	24.6	68.4*	15.4	0.9	11.5

# Profiles, looked up by structure. Screens in order: D1 PAM, D1 antagonist, D2 antagonist, TRHR ag, D2 agonist, D1 agonist, RXFP1 antag, D2 PAM, TRHR enhancer
# NS(=O)(=O)c1ccc(N2N=C(c3ccccc3)CC2c2cccc(F)c2)cc1 (stereo not drawn) in the list: -4.9, 7.0, 20.7, 0.4, -1.2, 1.6, ., -25.9, 5.3
# O=C(NCCc1csc(-c2ccccc2)n1)c1ccccc1F in the list: -23.3, 0.7, -2.8, -1.2, -0.4, 3.3, 0.7, 7.8, -4.7
# O=C(N/N=C/c1cc(Cl)cc(Cl)c1O)c1ccncc1 in the list: 1.5, 0.2, 2.6, 40.4*, 24.6, 68.4*, 15.4, 0.9, 11.5
# Cc1ccc(OCC(=O)Nc2c[nH]c(=O)[nH]c2=O)cc1C in the list: -5.8, -1.7, 1.9, 0.3, 0.5, 0.9, 5.0, -4.6, -7.4

# More entries:
Compound	D1 PAM	D1 antagonist	D2 antagonist	TRHR ag	D2 agonist	D1 agonist	RXFP1 antag	D2 PAM	TRHR enhancer
Nn1c(Cc2ccccc2F)nnc1SCC(=O)Nc1cccc(S(=O)(=O)NC2=NCCCCC2)c1	-7.9	-22.5	23.9	0.5	0.1	2.2	11.5	-7.6	4.8
O=C(NNC(=S)Nc1cccc(Cl)c1)c1ccccc1	-2.6	-24.5	-8.5	0.4	0.7	5.0	7.9	-6.7	3.0
CC(=O)N1CCN(c2ccccc2NC(=O)COc2ccccc2C)CC1	8.3	4.6	-5.1	0.8	0.0	1.9	-3.4	2.2	8.3
O=C1CN(C(=O)CSc2nncs2)c2ccccc2N1	-1.6	-8.0	4.3	0.3	4.0	4.7	-2.6	1.3	-3.5
Cn1c(=O)oc2cc(S(=O)(=O)NCCC(=O)NC3CCCC3)ccc21	-5.7	0.5	-6.2	-0.5	2.0	3.3	5.2	.	-2.1
CCSc1nc(-c2cccs2)nc2ccccc12	8.7	11.1	10.5	0.3	0.5	5.0	-0.5	27.5	2.0
Cc1n[nH]c(=O)c2c(NC(=O)CSc3nnnn3-c3ccccc3)oc(C)c12	-3.1	-3.3	-4.6	0.3	-0.7	0.6	-1.4	7.3	4.2
Cc1csc(SCC(=O)Nc2ncc(Cl)c(C)c2Cl)n1	-4.3	-5.5	5.5	-0.3	0.5	-0.5	6.2	11.6	6.3
CCN1C(=O)c2cccc3c(S(=O)(=O)Nc4ccncc4)ccc1c23	8.3	-24.6	-14.1	-0.1	-1.0	4.3	24.7	-4.5	10.1
Cc1ccc(C2=[N+]([O-])C3(CCCCC/C3=N\NC(N)=O)N(O)C2(C)C)o1 (stereo not drawn)	-3.2	4.2	2.3	-0.1	0.1	-0.8	.	6.7	-9.1
COc1cccc(-c2nn(-c3ccccc3)cc2CN2CCCO2)c1	2.0	-10.6	-1.1	0.1	0.0	1.8	-6.4	7.6	4.2
CCc1nc(SCc2ccccn2)[nH]c(=O)c1C	-3.5	7.5	14.3	0.7	-0.8	-1.1	-6.6	14.7	12.4
CC1CCc2c(sc(NC(=O)c3c([N+](=O)[O-])cnn3C)c2C(N)=O)C1 (stereo not drawn)	-4.4	11.2	-1.4	-0.9	-0.1	2.1	-1.0	-0.7	-0.5
Cc1cccc2sc(NC(=O)c3ccc(NS(=O)(=O)c4cccs4)cc3)nc12	0.6	-0.2	.	-0.4	.	1.3	2.2	1.5	4.6
COC(=O)C1CCN(c2cc(=O)n(-c3ccc(OC)cc3)c(=O)[nH]2)CC1	-7.0	-1.7	10.5	0.8	0.3	1.5	5.6	-3.9	0.9
COc1ccc(NC(=O)CSc2cc(C(=O)c3nccn3C)c3ccccc3n2)cc1	-3.7	-19.0	-5.9	-0.1	0.0	5.9	5.4	-7.1	0.8
COC(=O)c1cn(Cc2ccccc2C)nn1	1.5	-7.6	7.8	-0.3	0.8	5.9	-7.6	-10.2	4.3
CC1=CC(C)(C)NC(=S)N1c1cccc2ccccc12	-1.6	-21.9	3.3	-0.4	-0.4	-0.4	-9.3	2.0	-4.2
Cc1ccc(S(=O)(=O)N2CC(O)CC2C(=O)NCc2ccc3c(c2)OCO3)cc1 (stereo not drawn)	-0.9	-0.7	-6.7	0.1	1.4	0.3	-4.5	1.1	20.9
Cn1c(=O)oc2cc(S(=O)(=O)N3CCC(C(=O)N4CCN(c5ccccc5)CC4)CC3)ccc21	0.1	-12.1	-1.8	0.4	4.0	-0.5	.	-6.4	-3.3
Brc1ccc(/C=N/N2CCN(C3c4ccccc4-c4ccccc43)CC2)s1	0.1	15.5	-2.5	0.1	1.2	3.2	-3.1	7.4	16.1
Cc1ccc(S(=O)(=O)NCc2ccc(C(=O)NC3CCC(C)CC3)cc2)cc1 (stereo not drawn)	-8.0	-9.3	-11.9	0.4	-0.6	1.9	-19.2	-2.6	1.2
Cc1c2cnn(CC(=O)NCCN3CCOCC3)c(=O)c2c(C)n1Cc1ccccc1	-7.3	1.4	-18.8	0.4	-0.7	4.3	-2.1	8.4	0.9
CCn1c2ccccc2c2cc(NC(C)=O)ccc21	-7.2	6.3	-0.9	-0.3	0.3	0.3	1.4	-11.2	-2.9
CCc1ccccc1-n1c(C)nc2cc(C(=O)NCCc3ccc(Cl)cc3)ccc21	-1.4	-15.2	.	-0.3	.	0.8	-23.6	-1.6	-12.0
O=S1(=O)C=C(N2CCCCC2)c2ccccc21	-0.2	-2.6	12.1	0.6	-0.7	3.7	-3.8	1.5	1.3
NC(=O)c1cc(C(=O)c2ccc(Cl)cc2Cl)c[nH]1	-3.9	-14.2	-2.2	0.4	1.4	1.8	-11.6	-6.4	0.4
COCCN(C(=S)Nc1cc(C)ccc1C)C(C)c1cccnc1 (stereo not drawn)	-2.8	-10.2	3.9	-1.0	0.4	1.9	3.4	-4.5	-6.1
Cc1cc(=O)n2nc(N3CCCC(C(=O)NCc4ccccc4Br)C3)sc2n1 (stereo not drawn)	-1.3	33.4	15.5	-0.6	-0.7	0.5	6.7	1.0	-1.8
CC(C)c1ccc(NS(=O)(=O)c2ccc3c(c2)oc(=O)n3C)cc1	-2.0	-13.5	-15.2	0.7	0.6	7.2	-1.3	14.4	-15.9
Fc1ccc(N2CCN(Cc3cnc(Oc4ccc(Br)cc4)s3)CC2)cc1	3.5	-13.5	14.3	-0.5	-0.2	4.1	-4.3	3.1	6.9
CCOc1ccc(NC(=O)CN(C)C(=O)Cn2cnc3c2c(=O)n(C)c(=O)n3C)cc1OCC	9.5	11.8	-0.8	1.0	0.0	1.8	-4.2	11.8	3.0
COC(=O)c1ccccc1NC(=O)c1cc(=O)c2ccc(C)c(C)c2o1	1.1	-2.5	.	0.0	0.5	1.4	1.1	1.2	0.8
COc1ccccc1NC(=S)Nc1cccc(F)c1	-13.6	-3.1	15.2	0.7	-0.6	-1.1	1.9	26.1	4.7
CCOc1cccc(-c2nn3c(-c4cc(C)[nH]n4)nnc3s2)c1	0.6	2.0	1.7	0.8	-1.4	1.9	-10.4	0.4	-11.7
O=C(CC1NCCc2ccccc21)Nc1ccccc1 (stereo not drawn)	-1.7	-10.4	-11.0	-1.2	-0.1	0.3	-6.5	-18.7	-2.3
Cc1cc2c(cc1C)C(c1ccccc1F)CC(=O)N2 (stereo not drawn)	-5.9	9.4	-16.1	0.4	.	2.3	-2.5	8.2	-3.4
COC(=O)c1sccc1N/N=C/c1cccc(Oc2ccccc2)c1	0.1	0.8	3.3	-0.7	0.7	2.6	12.4	4.6	3.8
CCN(CC)C(=O)Cn1ncc2c([nH]c3ccccc32)c1=O	-4.2	9.6	.	-0.4	-0.6	2.9	-1.1	5.5	11.2
Cc1c(Cl)cccc1NCC(=O)NN=C1CCCC1	-0.5	6.6	2.3	1.1	-1.2	5.6	-10.0	2.8	4.8
O=C(O)C(c1ccccc1)N1C(=O)/C(=C\c2ccc(-c3ccc(Br)cc3)o2)SC1=S (stereo not drawn)	27.3	68.1	-4.8	13.9	3.0	66.2*	-2.2	-6.3	-7.9
COc1ccc2nc(NC(=O)C34CC5CC(CC(NC(C)=O)(C5)C3)C4)sc2c1	-5.5	14.4	-11.4	1.0	0.5	-0.1	-1.1	14.0	10.7
Cc1ccc(NC(=O)N2CCCC2C(=O)NCC2CCCCC2)cc1 (stereo not drawn)	4.7	-6.4	35.3*	-0.1	-0.4	1.4	4.9	-5.2	-5.6
O=C(C1CCCN(S(=O)(=O)c2cccs2)C1)N1CCN(c2cccc(Cl)c2)CC1 (stereo not drawn)	-1.1	-19.9	.	0.2	0.1	5.8	.	-10.3	4.0
